# ERAP1 inh: ERAP1 (human) enzyme inhibition; AID 652197; inhibition, % at 10.7 µM; 340,000 tested, 0.15% active; Q9NZ08; recombinant ERAP1, Leu-AMC fluorescence, 60 min;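 active means mean replicate inhibition of at least 30%, or all replicates individually reaching that 30% level; inactive means mean below 30% and not every replicate reaching it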;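 further: 0% = neutral control wells and 100% = L-leucinethiol positive control wells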
# GSIS activator: primary screen for activators of insulin secretion dependent on glucose, INS-1E cells, GLuc reporter luminescence; 370,000 tested, 0.61% active; AID 743287; activation, % at 16.6 µM; INS-1E GLuc reporter insulin secretion, 2-3 h;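 active means lowest replicate activation of at least 40%, so every replicate reaches that level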;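 further: 0% = median of neutral control wells and 100% = median of IBMX positive control wells; some compounds called inactive have numbers as strong as hits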
# F508del corr: CFTR F508del correction in bronchial cells | CFBE cells, YFP halide quenching; stimulated with forskolin plus potentiator P3; % fluorescence drop versus neutral controls | activity (quench increase), % at 7.58 µM | 350,000 tested, 0.36% active | AID 720511;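 active means mean added fluorescence quench of at least 8% versus neutral control, with both replicates also reaching 8%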;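 further: cells transiently co-express mutant CFTR-F508del with the halide-sensitive YFP; corrector assay measuring rescue of mutant channel to the surface after 24 h compound exposure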
# esBAF inh: blocks esBAF chromatin remodeling in mouse ES cells; AID 602393; 350,000 tested, 2% active; reporter increase, % at 12.5 µM; Bmi1-luciferase knock-in reporter, 24 h; 100% = twice the neutral-well signal; in the data active means activation above about 40%;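 further: 0% = median of the plate's neutral control wells and 100% = double that signal; a rise in the Bmi1 reporter signal indicates esBAF inhibition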
# Xi reactivation: reactivates the inactive X chromosome in mouse fibroblasts; AID 743238; activation, % at 7.58 µM; 360,000 tested, 0.055% active; XiGFP mouse fibroblasts, % GFP-positive cells imaging, 3 d; cells co-treated with 5-aza-dC sensitizer; scaled so ellipticine positive control = 100%;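 active means mean normalized replicate activation at least 10% and every replicate at or above 10%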;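 further: 0% = median of on-plate neutral control wells and 100% = ellipticine 6 µM median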
#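 Assay system: SV40-immortalized XiGFP fibroblast cells, line 68-5-11; buffer or medium: DMEM plus 5-aza-dC sensitizer; compound: one concentration, pinned; timing: compounds 3 days, fix/stain 15 min at room temperature; benchmarks: positive control ellipticine, 6 µM final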
# ARNT TACC3 PPI: disruptors of human ARNT/TACC3 interaction; Q9Y6A5; AlphaScreen His-ARNT PAS-B/GST-TACC3 binding, luminescence; TACC3 fragment carries E629A point mutation; inhibition, % at 9.99 µM; 390,000 tested, 0.66% active; AID 623870;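 active means mean inhibition of replicates at least 50% and at least half of replicates each reaching 50%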;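 further: 0% = complete ARNT plus TACC3 wells and 100% = ARNT alone without TACC3; many hits fall short of the cut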
# RAD54 inh: inhibitors of human RAD54 branch migration; RAD54 Holliday junction branch migration, FAM/BHQ fluorescence; inhibition, % at 10.4 µM; 360,000 tested, 0.14% active;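 active means mean normalized replicate activity at least 40 and at least half of replicates scoring 40 or more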;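 further: 0% = median of neutral control wells and 100% = median of positive control wells; inhibitors cause a drop in the FAM fluorescence signal; in these data hits start at about 50%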
# Target sequence (Q92698 whole entry, looked up): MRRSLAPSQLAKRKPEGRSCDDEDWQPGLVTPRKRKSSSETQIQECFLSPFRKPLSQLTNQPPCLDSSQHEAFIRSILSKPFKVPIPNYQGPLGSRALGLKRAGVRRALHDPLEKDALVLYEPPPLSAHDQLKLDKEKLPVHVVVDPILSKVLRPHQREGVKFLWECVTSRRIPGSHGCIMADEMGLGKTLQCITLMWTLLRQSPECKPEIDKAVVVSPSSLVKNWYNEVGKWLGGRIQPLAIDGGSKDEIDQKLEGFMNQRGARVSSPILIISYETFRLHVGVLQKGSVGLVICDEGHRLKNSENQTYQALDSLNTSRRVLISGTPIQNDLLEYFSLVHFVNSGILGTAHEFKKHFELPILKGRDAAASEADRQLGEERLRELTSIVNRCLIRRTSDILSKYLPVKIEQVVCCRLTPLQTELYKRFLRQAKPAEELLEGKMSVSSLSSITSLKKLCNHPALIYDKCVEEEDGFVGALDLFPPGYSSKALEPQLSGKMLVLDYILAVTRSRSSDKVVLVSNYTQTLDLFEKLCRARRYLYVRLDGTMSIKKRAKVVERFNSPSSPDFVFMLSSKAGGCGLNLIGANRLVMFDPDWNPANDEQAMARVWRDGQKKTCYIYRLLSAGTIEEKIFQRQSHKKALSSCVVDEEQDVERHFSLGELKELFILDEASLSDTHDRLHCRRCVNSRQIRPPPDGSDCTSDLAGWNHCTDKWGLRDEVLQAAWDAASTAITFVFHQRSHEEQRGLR
# RAD52 anneal inh: RAD52 (human) annealing inhibition. recombinant RAD52 DNA annealing, FRET fluorescence. inhibition, % at 18.7 µM. 360,000 tested, 0.46% active;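 active means every replicate showing at least 50% inhibition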
# * = called active by the depositor; · = not tested or not shown; & = joins results of further samples.
structure	ERAP1 inh	GSIS activator	F508del corr	esBAF inh	Xi reactivation	ARNT TACC3 PPI	RAD54 inh	RAD52 anneal inh
C[C@H]1CN([C@@H](C)CO)C(=O)c2cccc(NS(=O)(=O)c3cccs3)c2O[C@H]1CN(C)Cc1ccc(C(F)(F)F)cc1	0.1	-15.9	2.4	-6.1	0.2	3.4	-9.8	-70.5
CCC(=O)N1[C@@H]2Cn3c(ccc(-c4ccc(F)cc4)c3=O)[C@H]1[C@@H](C(=O)N(C)C)[C@@H]2CO	0.5	9.4	-2.3	-0.2	0.6	-0.7	-1.6	-4.7
Cc1cccc(C)c1NC(=O)C(c1ccc(C#N)cc1)n1c(=O)c(-c2ccco2)nc2ccccc21 (stereo not given)	·	-13.7	-1.0	·	0.0	·	·	-33.3
CN(C)N1C(N)=C(C#N)C(c2ccc3c(c2)OCO3)C2=C1CCCC2=O (stereo not given)	6.3	81.6	-0.5	0.0	0.3	-6.8	-5.2	-5.9
COc1ccc(OC)c(/C=N/NC(=O)c2nnn(-c3nonc3N)c2-c2cccs2)c1	-4.0	3.7	-1.4	6.3	0.0	-5.9	0.3	-4.3
N#C[C@H]1[C@H](c2ccc(C#Cc3ccccc3F)cc2)[C@H](CO)N1C(=O)c1cccnc1	-2.9	-7.7	0.2	16.0	-0.1	1.8	-3.4	-5.2
Cc1cnc(NC(=O)Cc2ccc(Br)cc2)s1	-2.3	-1.6	0.5	1.1	0.1	-5.3	1.0	-5.0
NC(=O)CC(NC(=O)Cc1ccc(Cl)cc1)c1ccc(NCc2ccccc2)c([N+](=O)[O-])c1 (stereo not given)	·	11.5	0.2	-3.4	0.1	-2.4	-12.4	-56.8
O=C(CSc1c2c(nc3ccccc13)CCCC2)NCc1ccco1	-1.7	0.1	1.0	·	0.4	-9.2	·	-14.9
O=C(O)CS(=O)CC(=O)NCc1cccc(C(F)(F)F)c1 (stereo not given)	7.4	-3.2	·	-4.7	0.2	-4.5	·	-36.1
CN(C(=O)c1cc(COc2ccc(F)cc2Cl)on1)C1CCOC1 (stereo not given)	2.9	·	-1.5	13.7	0.1	·	5.1	-10.5
C[C@H](NC(=O)C[C@@H]1C=C[C@H](NC(=O)CN2CCOCC2)[C@H](CO)O1)c1ccccc1	5.2	-1.9	-0.3	-6.3	0.0	9.0	-8.8	3.3
O=C(c1cccnc1)N1CC(=O)N2[C@H](CO)[C@H](c3ccc(-c4ccccc4F)cc3)[C@H]2C1	1.6	4.9	0.9	·	0.2	·	·	-11.0
O=C(CN1C(=O)NC(CCc2ccccc2)C1=O)Nc1ccc(F)c(F)c1F (stereo not given)	0.1	-4.3	2.1	-10.0	0.0	4.6	7.1	-6.6
O=C(Nc1ccccc1C(=O)O)c1ccc(NC(=O)C2CCCO2)cc1 (stereo not given)	-5.6	-7.0	-2.3	5.6	0.1	1.3	-3.0	-31.7
CCCC(=O)NC(c1ccc(OC)cc1)c1c(O)ccc2ccccc12 (stereo not given)	-0.2	-24.2	-0.4	-4.8	0.0	-2.6	-2.5	-17.1
CCC1C(=O)c2ccccc2N(C)C1=O (stereo not given)	-2.3	1.5	-0.8	·	0.1	·	·	-12.9
C[C@@H]1CN([C@H](C)CO)C(=O)Cc2cc(NC(=O)Nc3ccccc3)ccc2O[C@@H]1CN(C)S(=O)(=O)c1cccs1	-2.3	-10.2	-2.5	1.4	0.1	-2.2	1.6	-0.8
Nc1cc(=O)n(Cc2ccccc2)c(N)c1C(=O)NCc1ccccc1	-1.9	7.7	-2.2	·	0.1	·	·	-43.3
CC(=O)NC1(C(F)(F)F)NC(=O)N(c2ccc(F)cc2)C1=O (stereo not given)	6.3	-5.1	3.1	-1.0	0.0	-13.8	10.5	1.0
C/C=C/c1ccc([C@@H]2[C@H]3CN(C(=O)Cc4cccnc4)CC(=O)N3[C@H]2CO)cc1	1.5	0.0	-1.7	·	0.0	·	·	-0.2
CC1(C(=O)O)CCN1C(=O)/C=C/c1ccccc1 (stereo not given)	-1.7	9.4	-0.7	1.3	-0.1	·	-13.4	-87.4
O=C(N[C@@H]1CC[C@@H](CCNS(=O)(=O)Cc2ccccc2)O[C@@H]1CO)c1ccc2c(c1)OCO2	-0.4	10.2	-0.8	4.0	0.0	-4.7	1.8	-3.4
Nc1ccc(S(=O)(=O)N2CCCC2)cc1Cl	·	14.8	0.5	·	0.0	-1.1	·	-12.0
C[C@@H]1CN([C@H](C)CO)C(=O)c2cc(NC(=O)Nc3ccc(F)cc3)ccc2O[C@@H](C)CCCCO[C@H]1CN(C)Cc1ccc(C(F)(F)F)cc1	2.5	36.2	-3.7	-6.4	0.0	16.3	20.6	20.7
N#Cc1cccc(-c2ccc(C3[C@@H]4CN(C(=O)C5CCC5)C[C@H]3N4)cc2)c1 (stereo not given in full)	-13.4&0.5	-4.1&12.4	3.1&0.7	·	0.1&0.0	·	·	14.7&-9.4
CC1(C)Cc2c(c(N3CCOCC3)nc3sc(C(N)=O)c(N)c23)CO1	-2.3	12.4	-2.6	·	0.1	-10.4	·	0.4
COc1ccc(/C=C2\SC(=O)N(CCCC(=O)Nc3ccc(C(=O)O)cc3)C2=O)cc1OC	9.4	-7.7	4.0	-42.9	0.0	3.8	-9.4	-36.1
CNC(=O)C[C@H]1CC[C@@H]2[C@H](COc3ccc(NC(=O)c4ccc5c(c4)OCO5)cc3C(=O)N2C)O1	·	3.4	-1.0	-0.7	0.1	0.0	-2.4	·
O=c1c2[nH]c3ccc(F)cc3c2ncn1Cc1ccncc1	3.6	·	1.1	-4.3	-0.1	-24.5	-1.0	-0.6
CC(NCC(=O)Nc1cc(S(=O)(=O)N2CCCCCC2)ccc1Cl)c1ccccc1 (stereo not given)	-1.7	-3.4	0.8	5.8	0.2	-3.7	-5.6	5.4
COCCNc1nc(Nc2ccc(C)cc2C)c2sc(-c3ccccc3)cc2n1	-1.3	-12.1	3.5	-3.8	0.1	·	-0.1	-5.6
COc1cccc(C(=O)COc2ccccc2-c2ccccc2)c1	-3.6	20.4	-0.2	·	0.0	-0.2	2.8	1.4
O=C(c1ccc(S(=O)(=O)N2CCCCCC2)cc1)N1CCN(Cc2ccccc2)CC1	-3.3	-1.4	0.0	5.8	0.5	2.9	-13.0	-14.7
CCCN1CCN(C(=O)C(C)n2nc(C)c3sc4ccccc4c3c2=O)CC1 (stereo not given)	2.3	15.2	1.5	-0.8	0.0	-2.4	-3.3	-3.5
C[C@H](CO)N1C[C@H](C)[C@H](CN(C)C(=O)c2cnccn2)Oc2cc(C#CC3CC3)ccc2S1(=O)=O	1.2	-5.0	1.8	1.5	0.0	7.4	17.0	8.7
C[C@@H]1CN([C@@H](C)CO)S(=O)(=O)c2ccc(C3=CCCC3)cc2O[C@H]1CN(C)C(=O)CN(C)C	-1.6	-6.0	-2.0	-2.7	-0.9	7.5	0.4	-10.5
O=C(N/N=C/c1cccc(O)c1)c1ccc(NC(=O)c2cccc([N+](=O)[O-])c2)cc1	-3.4	1.0	0.3	·	3.3	·	·	-18.2
COc1ccc(OCc2cc(C(=O)N3CCSCC3)no2)c(Cl)c1	-2.0	-0.4	-1.4	·	-0.1	-0.2	-50.4	-7.2
CCOc1ccc(N(C(=O)c2snc(C(N)=O)c2N)C(CC)C(=O)NC2CCCC2)cc1 (stereo not given)	0.5	-5.1	-0.2	-5.3	0.0	-2.1	0.5	-13.5
CC(C)[C@@H]1COC(c2cccc(C3=N[C@H](C(C)C)CO3)n2)=N1	2.4	9.7	-0.9	2.7	0.1	-6.7	-23.1	-14.0
COc1ccccc1Cn1c(C)nnc1-c1cnn(C)c1N	-0.3	9.7	1.1	·	-0.1	·	·	1.9
O=C(NCc1nnnn1-c1ccc(F)cc1)C1CC(=O)N(c2ccc(F)cc2)C1 (stereo not given)	-12.0	6.6	1.2	6.0	-0.1	-0.8	-9.9	-16.7
CCCC1(C(=O)O)NC(c2ccccc2O)C2C(=O)N(Cc3ccccc3)C(=O)C21 (stereo not given)	1.7	-0.4	1.3	4.0	-0.1	-9.5	-1.1	-8.3
COCC(=O)Nc1ccc2c(c1)C(=O)N(C)C[C@@H](OC)[C@@H](C)CN(C(=O)Cc1ccccn1)[C@@H](C)CO2	0.8	-3.1	1.3	-3.3	0.0	12.3	-2.2	-13.8

# Three entries from above, sorted by the number in RAD52 anneal inh, largest number first.
compound | RAD52 anneal inh
COc1ccc(OCc2cc(C(=O)N3CCSCC3)no2)c(Cl)c1 | -7.2
CCCC1(C(=O)O)NC(c2ccccc2O)C2C(=O)N(Cc3ccccc3)C(=O)C21 (stereo not given) | -8.3
CC(C)[C@@H]1COC(c2cccc(C3=N[C@H](C(C)C)CO3)n2)=N1 | -14.0

# (cont.)
structure	ERAP1 inh	GSIS activator	F508del corr	esBAF inh	Xi reactivation	ARNT TACC3 PPI	RAD54 inh	RAD52 anneal inh
O=C(N[C@H](C(=O)N1CCC[C@H]1C(=O)NC1CCCC1)C1CCCCC1)c1nccs1	2.8	·	2.7	·	0.6	·	·	-5.5
COc1ccccc1CNC(=O)C1CCN(C(=O)NC2CCCCC2)CC1	2.5	-18.7	2.1	·	-0.5	-7.8	·	-5.2
O=C(C[C@@H]1CC[C@@H]2[C@H](COC[C@@H](O)CN2C(=O)Nc2ccccc2)O1)NCc1ccccc1F	-2.7	-11.0	-0.8	1.7	0.2	12.4	-0.9	-3.4
CNC(=O)C1CC(=O)N(CCc2ccc(OC)c(OC)c2)C(=Nc2ccc(F)cc2)S1 (stereo not given)	19.6	9.2	3.1	-0.5	0.2	0.9	-0.3	-12.3
CCOc1ccc(CN2CCN(Cc3ccc4cc(F)ccc4n3)CC2CCO)cc1 (stereo not given)	-4.8	-11.6	1.7	-1.2	0.0	2.6	-4.3	-24.8
CCOC(=O)C1CC(c2ccc(Cl)cc2)=NNC1=O (stereo not given)	2.4	12.5	3.1	·	0.1	-4.8	·	-16.2
O=C(CN(C1CCCCC1)S(=O)(=O)c1ccc(F)cc1)NCC1CCCO1 (stereo not given)	0.4	-13.8	20.6*	-85.1	0.8	3.1	1.2	-11.4
CC(=O)c1cccc(N(C(=O)c2ccco2)C(C(=O)NC2CCCC2)c2ccc(N3CCOCC3)cc2)c1 (stereo not given)	-2.4	15.0	-0.9	·	0.0	-10.6	·	-21.5
Cc1cccc(C)c1NC(=O)CN(c1ccccn1)S(=O)(=O)c1ccc(F)cc1	2.6	2.9	-1.1	·	0.2	·	·	-6.9
Cc1cc(C)nc(/N=C2\NC(=O)CC(C(=O)O)N2CCc2c[nH]c3ccccc23)n1 (stereo not given)	-0.5	·	0.6	-1.4	-0.3	1.4	-1.7	6.1
O=C(CNC(=O)c1ccco1)OCc1ccc(C(=O)c2ccccc2)cc1	0.3	-23.1	-0.2	·	0.0	4.6	·	-22.3
Cc1c(C(=O)Nc2ccc(F)cc2)sc2ncn(CC(=O)N3CCCCC3)c(=O)c12	-2.1	16.4	0.9	9.7	-0.1	-4.5	8.8	-22.8
Cc1cnc(-c2nc3ccccc3n2C(C(=O)NC(C)(C)C)c2ccccc2)cn1 (stereo not given)	-4.9	8.0	0.1	·	0.2	·	·	-9.3
O=S(=O)(c1ccc(C(F)(F)F)cc1)N1CCN(CCOc2ccccc2)CC1	-2.6	-34.7	2.6	-0.2	-0.1	-4.3	3.5	-4.2

# Bioassay records: PubChem, Broad Institute
